Screening results as filed in PubChem.
Rab2 wt GTP: changes GTP binding to wildtype dog Rab2A, up or down | P61105 | GST-Rab2 wt beads, Bodipy-GTP binding, flow cytometry | GTP binding activity, % at 10 µM | 190,000 tested, 0.19% active | AID 760;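 active means GTP binding activity at least 20 points away from 100%, either lowered or raised; inconclusive means signal likely due to the compound's own green fluorescence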;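 further: 0% = beads with excess unlabeled GTP and 100% = no-compound control corrected for plate trend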
Mcl1-Bid inh: disrupts binding of human Mcl-1 to Bid peptide; 220,000 tested, 0.97% active; inhibition, % at 21.7 µM; AID 1021; Q07820; TR-FRET Mcl-1/Bid-Dy647 peptide binding, 1536-well;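 active means compounds that cut the binding signal by more than half at the single screening dose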;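 further: His-tagged Mcl-1 with europium anti-His antibody binding Bid BH3 peptide; 0% = Mcl-1 plus peptide wells and 100% = peptide-only wells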
Target sequence (Q07820 whole entry, looked up): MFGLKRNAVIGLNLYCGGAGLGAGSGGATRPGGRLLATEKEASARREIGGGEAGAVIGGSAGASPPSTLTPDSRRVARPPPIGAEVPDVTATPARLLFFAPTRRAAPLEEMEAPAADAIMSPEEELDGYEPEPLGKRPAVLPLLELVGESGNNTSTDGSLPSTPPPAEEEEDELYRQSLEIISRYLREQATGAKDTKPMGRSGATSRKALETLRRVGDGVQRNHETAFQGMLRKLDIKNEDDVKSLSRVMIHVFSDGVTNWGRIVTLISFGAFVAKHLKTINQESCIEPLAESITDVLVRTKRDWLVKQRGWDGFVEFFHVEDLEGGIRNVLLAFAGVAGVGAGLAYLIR
RGS8-Gao: human RGS8-Galphao interaction regulation; multiplexed bead flow cytometry, RGS8-Galphao binding; actives lie on both sides; response (percent of control binding), % at 10 µM; 220,000 tested, 0.34% active; AID 1423; in the data active means response below about 60% or above about 140%; inactive means in between;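 further: Galphao activated as the GDP aluminium fluoride complex binding bead-coupled RGS8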
Target sequence (P09471 whole entry, looked up): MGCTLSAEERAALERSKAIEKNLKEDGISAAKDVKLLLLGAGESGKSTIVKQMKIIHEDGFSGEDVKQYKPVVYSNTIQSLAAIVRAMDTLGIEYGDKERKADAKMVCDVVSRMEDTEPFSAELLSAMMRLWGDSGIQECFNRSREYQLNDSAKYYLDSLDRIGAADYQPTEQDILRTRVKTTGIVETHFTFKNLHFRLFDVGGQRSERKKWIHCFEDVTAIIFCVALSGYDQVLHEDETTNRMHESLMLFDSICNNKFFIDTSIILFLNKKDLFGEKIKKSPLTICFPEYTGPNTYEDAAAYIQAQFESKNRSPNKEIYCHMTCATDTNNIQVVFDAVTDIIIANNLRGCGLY
HRas wt GTP: modulators of GTP binding to human HRas wildtype. GST-Ras wt beads, Bodipy-FL-GTP binding, flow cytometry; actives lie on both sides. 190,000 tested, 0.14% active. AID 759. P01112. GTP binding activity, % at 10 µM;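 active means GTP binding activity at least 20% away from the 100% baseline, either lowered as inhibitor or raised as activator; inconclusive means flagged as likely green fluorescent, judged across all proteins in the well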;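 further: 0% = unlabeled GTP competition control and 100% = no-compound control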
Target sequence (P01112 whole entry, looked up): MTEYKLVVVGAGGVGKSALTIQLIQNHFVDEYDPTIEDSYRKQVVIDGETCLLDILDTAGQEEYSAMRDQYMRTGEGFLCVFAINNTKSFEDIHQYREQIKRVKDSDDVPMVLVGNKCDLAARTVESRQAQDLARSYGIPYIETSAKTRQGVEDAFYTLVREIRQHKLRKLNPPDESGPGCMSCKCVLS
Rac1 act GTP bind: modulators of GTP binding to human Rac1 activated mutant; P63000; GST-Rac1 activated beads, fluorescent GTP binding, flow cytometry; actives lie on both sides; 100% means binding = to untreated wells; percent activity (GTP binding), % at 10 µM; 190,000 tested, 0.11% active;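 active means GTP binding at least 20 percentage points away from the 100% baseline, in either direction, so actives lie on both sides; inconclusive means Compound likely fluorescent itself, or too few beads counted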
Pf gamet viab: inhibitors of late stage P. falciparum gametocyte viability; P. falciparum stage V gametocytes, ATP luminescence, 24 h; inhibition, % at 10.9 µM; 150,000 tested, 0.065% active;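 active means inhibition above the mean plus 3 SD of compounds within the control limits, set per campaign, cut at about 38% in these data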;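 further: 0% = DMSO wells and 100% = medium only without gametocytes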
Rac1 wt modul: alters GTP binding to wildtype human Rac1 | P63000 | GST-Rac1 beads, fluorescent GTP binding, flow cytometry; actives lie on both sides; 0 = cold GTP competed, 100 = untreated | GTP binding activity (% of control), % at 10 µM | 190,000 tested, 0.27% active;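 active means GTP binding activity at least 20 points away from the 100% control level, either lower or higher; inconclusive means compound flagged as likely green fluorescent, judged across all proteins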
Cdc42 wt GTP: human Cdc42 wildtype GTP binding change, either direction; P60953; GST-Cdc42 beads, Bodipy-GTP binding, flow cytometry; actives lie on both sides; percent activity (GTP binding), % at 10 µM; 190,000 tested, 0.2% active; AID 761;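 active means percent activity GTP binding at least 20 points away from the 100% baseline, either down as inhibitor or up as activator; inconclusive means compound flagged as likely green fluorescent from well-wide comparison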;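 further: median bead fluorescence of bound Bodipy-FL-GTP at 100 nM; 0% = excess unlabeled GTP control and 100% = no compound control; below 100% means less GTP binding so inhibitor and above means activator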
Bim-Mcl-1: human Bim-Mcl-1 interaction inhibition | Q07820 | Bead-based flow cytometry, Bim peptide-Mcl-1 binding | inhibition, % at 10 µM | 190,000 tested, 0.1% active | AID 1009; in the data active means inhibition above about 40%;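 further: 0% = no compound tracer wells and 100% = peptide blocker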
Rab7 wt GTP bind: dog Rab7 wildtype GTP binding, inhibitors and activators; GST-Rab7 beads, fluorescent GTP binding, flow cytometry; actives lie on both sides; untreated = 100%, excess cold GTP = 0%; GTP binding activity (percent of control), % at 10 µM; 190,000 tested, 0.055% active;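 active means fluorescent GTP binding to Rab7 beads changed by at least 20 points from the 100% baseline, either direction, mostly lower; inconclusive means compound itself probably fluorescent, or too few beads counted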;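 further: median green fluorescence of bound Bodipy-FL-GTP per Rab7 bead population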
Mcl1-Noxa inh: disrupts binding of human Mcl-1 to Noxa peptide; inhibition, % at 21.7 µM; 220,000 tested, 1.5% active; AID 1022; TR-FRET Mcl-1/Noxa peptide binding, 2 h;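 active means compounds that cut the protein-peptide binding signal by more than 50% relative to plate controls in a single-dose test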;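 further: His-tagged Mcl-1 with rhodamine Noxa BH3 peptide and terbium anti-His antibody; 0% = Mcl-1 plus Noxa peptide wells and 100% = peptide-only wells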
* = called active by the depositor; ? = inconclusive; · = not tested or not shown. Compounds as they come, and some 2.9% of all compounds hit somewhere here.

SMILES | Rab2 wt GTP | Mcl1-Bid inh | RGS8-Gao | HRas wt GTP | Rac1 act GTP bind | Pf gamet viab | Rac1 wt modul | Cdc42 wt GTP | Bim-Mcl-1 | Rab7 wt GTP bind | Mcl1-Noxa inh
COc1cccc(C(=O)Nc2cccc(-c3nc4ncccc4o3)c2C)c1 | 100.0 | -13.1 | 95.8 | 100.0 | 97.0 | · | 101.0 | 104.0 | 0.0 | 100.0 | 0.8
CCn1nc(C)c(/C=N/NC(=O)Cc2ccc(Cl)cc2)c1C | ? | -11.2 | 102.7 | ? | ? | · | ? | ? | -1.0 | ? | 91.8*
CC(C)CC(=O)NC(=S)Nc1cc(C(F)(F)F)ccc1N1CCOCC1 | 95.0 | -13.5 | 101.4 | 97.0 | 97.0 | -12.2 | 106.0 | 101.0 | -2.0 | 100.0 | 7.0
O=C(NCC1CCCO1)C1CCN(C2CCN(C(=O)CC3CCCC3)CC2)CC1 (stereo not given) | 103.0 | -34.8 | 100.5 | 99.0 | 98.0 | -25.1 | 102.0 | 100.0 | -2.0 | 105.0 | 8.6
Nc1nonc1-c1nc2ccccc2n1CC(=O)N/N=C\c1ccc(-c2ccc(Cl)cc2)o1 | 104.0 | 38.9 | 96.8 | 105.0 | 100.0 | -9.7 | 103.0 | 107.0 | 0.0 | 103.0 | -1.2
Cc1ccccc1-c1nnc(-c2ccc(Br)cc2)o1 | 103.0 | 0.6 | 95.6 | 103.0 | 101.0 | 14.7 | 104.0 | 105.0 | -5.0 | 102.0 | 10.1
CCN(CC)C(=O)c1ccc(CS(=O)(=O)c2ccc(OC)cc2)o1 | 98.0 | 13.0 | 102.1 | 99.0 | 99.0 | · | 101.0 | 103.0 | -5.0 | 99.0 | 3.1
COCCNc1ccnc2c(Cl)cccc12 | 97.0 | 17.7 | 95.6 | 98.0 | 100.0 | -5.6 | 100.0 | 100.0 | -4.0 | 96.0 | 37.3
CCc1ccc(CN(C)CC(=O)Nc2ccc3c(c2)CCC3)cc1 | 91.0 | -7.4 | 100.4 | 93.0 | 93.0 | · | 97.0 | 93.0 | -2.0 | 97.0 | 4.4
Cc1nn(CCc2nn[nH]n2)c2nc(C(F)(F)F)cc(C(F)(F)F)c12 | 98.0 | 0.8 | 100.2 | 100.0 | 96.0 | · | 99.0 | 100.0 | 1.0 | 100.0 | 3.2
O=C(C1CCN(S(=O)(=O)c2cccc3nsnc23)CC1)N1CCc2ccccc21 | 101.0 | 3.8 | 100.6 | 101.0 | 99.0 | -41.4 | 101.0 | 103.0 | 1.0 | 98.0 | 0.5
Cc1nc(SCC(=O)NC(C)(C#N)C2CC2)c2c(-c3cccs3)csc2n1 (stereo not given) | 98.0 | -10.4 | 101.0 | 96.0 | 95.0 | 4.6 | 99.0 | 96.0 | -1.0 | 98.0 | 9.5
COc1ccc(CCC(=O)NCc2ccco2)cc1 | 98.0 | -11.6 | 102.8 | 99.0 | 98.0 | · | 98.0 | 102.0 | -1.0 | 98.0 | 35.7
N#Cc1ccc(-c2ccc(F)cc2)nc1Sc1ccccc1 | ? | 1.2 | 99.5 | ? | ? | 8.7 | ? | ? | 1.0 | ? | 9.5
Cc1nc2cc(NC(=O)N3CCC(c4ccccc4)C3)ccc2n1C (stereo not given) | 98.0 | 0.6 | 99.8 | 97.0 | 97.0 | -25.3 | 102.0 | 99.0 | 0.0 | 102.0 | 0.0
C/C(=N\OCC(=O)Nc1c(C)cc(C)cc1C)c1ccc2c(c1)OCCO2 | 102.0 | -37.6 | 88.5 | 100.0 | 99.0 | · | 106.0 | 103.0 | -4.0 | 102.0 | -6.7
COc1ccc2c(c1)-c1nc(/N=C/c3c(O)ccc4ccccc34)sc1CC2 | 101.0 | -13.6 | 105.8 | 98.0 | 99.0 | · | 98.0 | 97.0 | 1.0 | 97.0 | 39.8
COc1ccc(S(=O)(=O)Nc2cc(C)c(O)cc2C(C)C)cc1 | 103.0 | -24.4 | 103.8 | 104.0 | 99.0 | -0.2 | 101.0 | 103.0 | 0.0 | 99.0 | 12.6
O=c1[nH]c(=O)n(Cc2ccco2)c2c1C(C(F)(F)F)(C(F)(F)F)N=C(Cc1ccccc1)N2 | 104.0 | -3.3 | 96.3 | 103.0 | 97.0 | 0.5 | 103.0 | 104.0 | -3.0 | 100.0 | 11.6
COc1ccccc1-c1cc(C(=O)NC(C)c2ccccc2)no1 (stereo not given) | 97.0 | 8.6 | 102.7 | 99.0 | 98.0 | 2.1 | 101.0 | 100.0 | -4.0 | 99.0 | -3.0
CCCCn1c(N)c(N(CCOC)C(=O)CN2c3ccccc3CC2C)c(=O)[nH]c1=O (stereo not given) | 97.0 | -45.7 | 101.4 | 98.0 | 96.0 | -8.9 | 97.0 | 96.0 | -2.0 | 103.0 | 14.1
COc1cccc(-c2nnc(-c3ccco3)o2)c1 | 101.0 | -22.4 | 108.0 | 103.0 | 101.0 | · | 102.0 | 102.0 | -5.0 | 101.0 | 9.2
c1ccc(-c2nn3nnnc3c3ccccc23)cc1 | 99.0 | 3.4 | 76.6 | 98.0 | 96.0 | · | 92.0 | 95.0 | -2.0 | 97.0 | 4.8
CCOc1ccc(/C=C/C(=O)Nc2ccc(C(N)=O)cc2)cc1OC | 100.0 | -1.6 | 99.6 | 100.0 | 103.0 | · | 102.0 | 102.0 | -2.0 | 102.0 | 6.6
O=S(=O)(c1ccc(Oc2ccccc2)cc1)N1CCOCC1 | 104.0 | -2.6 | 99.3 | 105.0 | 100.0 | · | 101.0 | 104.0 | -3.0 | 101.0 | 4.8
CCOC(=O)C(NC(=O)c1cccc(Cl)c1)(OCc1ccccc1)C(F)(F)F (stereo not given) | 98.0 | -19.2 | 98.4 | 99.0 | 100.0 | -6.6 | 108.0 | 105.0 | -15.0 | 97.0 | 5.4
COc1ccc2nc(C)cc(N3CCC(C(N)=O)CC3)c2c1 | 102.0 | -18.1 | 97.2 | 101.0 | 99.0 | -20.1 | 102.0 | 98.0 | -2.0 | 106.0 | 15.8
CN1C(=O)CC(P(=O)(c2ccccc2)c2ccccc2)N(C)C1=O (stereo not given) | 103.0 | -18.4 | 99.3 | 105.0 | 103.0 | · | 105.0 | 107.0 | 4.0 | 104.0 | -11.8
COC(=O)C1=C(N)Oc2cc(C)n(CCc3ccccc3)c(=O)c2C1c1cccnc1 (stereo not given) | 98.0 | -5.1 | 102.5 | 101.0 | 98.0 | 25.8 | 100.0 | 99.0 | 0.0 | 100.0 | 11.6
O=C(Nc1ccc(Cl)c(C(F)(F)F)c1)C(=O)N1CCCCC1 | 99.0 | -0.3 | 84.8 | 99.0 | 96.0 | -9.3 | 101.0 | 101.0 | -6.0 | 101.0 | 1.3
COc1ccc(OC)c(Nc2cc(-c3ccccc3)nc(N)n2)c1 | 94.0 | -27.3 | 107.6 | 97.0 | 95.0 | 10.1 | 95.0 | 95.0 | -2.0 | 96.0 | 23.4
CCOC(=O)c1sc(NC(=O)c2c(C)nn(Cc3ccccc3)c2C)cc1C | 96.0 | -7.5 | 100.5 | 98.0 | 94.0 | · | 97.0 | 98.0 | -2.0 | 97.0 | 1.9
O=C(COC(=O)c1cc(=O)[nH]c2ccccc12)NC1CCCC1 | 99.0 | -8.9 | 103.1 | 97.0 | 96.0 | 3.8 | 99.0 | 98.0 | -1.0 | 98.0 | 25.9
C/C(CC(=O)Nc1cccc(Cl)c1Cl)=N\NC(=O)c1ccccc1Br | 95.0 | -3.1 | 95.6 | 94.0 | 96.0 | -10.7 | 96.0 | 97.0 | 0.0 | 94.0 | -1.5
CCCCOC(=O)c1ccc(NC(=O)COC(=O)CSc2nc(C)cc(C)n2)cc1 | 98.0 | -6.4 | 101.5 | 97.0 | 97.0 | -6.3 | 103.0 | 99.0 | -6.0 | 97.0 | 2.9
COc1ccnc(N=CNOCc2ccc(C)cc2)c1C#N | 101.0 | -22.3 | 100.2 | 100.0 | 102.0 | 8.7 | 105.0 | 102.0 | 0.0 | 100.0 | 0.0
O=C(COC(=O)C1(c2ccccc2F)CCCC1)N1CCOCC1 | 100.0 | 2.0 | 101.2 | 103.0 | 100.0 | -23.1 | 104.0 | 101.0 | -3.0 | 99.0 | -26.5
CCCCN(C)Cc1c(O)ccc2c(-c3ccccc3)cc(=O)oc12 | 99.0 | -2.9 | 100.7 | 99.0 | 97.0 | -13.9 | 99.0 | 100.0 | 0.0 | 100.0 | -4.7
CCNS(=O)(=O)c1ccc(S(=O)(=O)N(Cc2ccccn2)C2CCCCC2)cc1 | 98.0 | -10.4 | 98.4 | 102.0 | 96.0 | · | 107.0 | 100.0 | 0.0 | 101.0 | -8.1
CCn1ncc(C2=NOC(C(=O)Nc3c(C)nn(Cc4ccc(F)cc4)c3C)C2)c1C (stereo not given) | 102.0 | -22.6 | 101.4 | 103.0 | 100.0 | · | 104.0 | 104.0 | -3.0 | 103.0 | -8.2
Nc1cc(=O)[nH]c(=O)n1Cc1ccccc1 | 103.0 | 1.6 | 101.5 | 102.0 | 99.0 | -6.2 | 105.0 | 103.0 | 0.0 | 105.0 | 6.1
CCOc1ccc(C(C)NC(=O)Nc2ccccc2C(=O)OC)cc1 (stereo not given) | 97.0 | -4.8 | 102.7 | 99.0 | 99.0 | · | 100.0 | 100.0 | -2.0 | 98.0 | 19.4
CCN(Cc1cc2ccccc2[nH]c1=O)C(=O)C1CCCCC1 | 99.0 | -32.7 | 107.0 | 103.0 | 99.0 | · | 104.0 | 102.0 | -1.0 | 98.0 | 6.2
OCCNc1cc(-n2nc(-c3ccccc3)cc2-c2ccccc2)ncn1 | 100.0 | -14.1 | 99.3 | 98.0 | 100.0 | · | 100.0 | 97.0 | 1.0 | 94.0 | 10.2
O=C1C2CC=CCC2C(=O)N1c1ccc(N2CCN(c3ccccn3)CC2)c([N+](=O)[O-])c1 (stereo not given) | 99.0 | -3.9 | 99.7 | 99.0 | 101.0 | 2.5 | 102.0 | 98.0 | 1.0 | 98.0 | 10.5
Cc1ccccc1NC(=O)COC(=O)CCc1ccccc1 | 100.0 | -26.0 | 101.5 | 101.0 | 100.0 | 6.0 | 100.0 | 98.0 | 3.0 | 104.0 | 6.6
CCCCn1c(SCC(=O)Nc2nnc(C)s2)nnc1-c1ccoc1C | 92.0 | -49.0 | 98.2 | 91.0 | 86.0 | -7.7 | 86.0 | 89.0 | 3.0 | 91.0 | 4.2
